PI5P4Ka inh = inhibitors of human PI5P4K alpha; AID 652105; max response, %; P48426; PI5P4Kalpha enzyme, ADP-Glo luminescence, 60 min; active compounds read low; actives 1.2% (n = 330,000); active = max response of -50% or lower; inconclusive = between -30% and -50%; inactive = -30% or higher; also: value at the top dose of about 77 µM; % is scaled to controls: 0 for no effect and ±100 for the full control effect
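Reactions run in 0.038 M HEPES pH 7.4, 0.28 mM EGTA, 0.1% CHAPS and 5% DMSO, with PI5P4Kalpha, substrate, compound and 5 microM ATP final, one hour at room temperature. Readout is ADP-Glo luminescence.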
CCT chaperon mod = changes cytosolic chaperonin activity; purified chaperonin ATPase assay, HTRF ADP detection, 30 min; activity change, % (concentration not given with the values), hits read low; actives 0.3% (n = 360,000); in the data active = activity change below about -30%; also: % is scaled to controls: 0 for no effect and ±100 for the full control effect
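ATPase activity: ADP formed was measured by HTRF Transcreener (665/615 nm ratio) after 30 min at 37 deg C with 10 uM ATP. Compounds screened at one 76 uM concentration against 40 or 20 nM TRiC in Tris pH 7.4/KCl/MgCl2/DTT buffer.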
EPAC1 antag = blocks human EPAC1 exchange factor; actives 0.14% (n = 360,000); O95398; EPAC1 GEF assay, Rap1b-BODIPY-GDP exchange fluorescence; AID 720709; Potency, µM (highest dose often 115 µM), for the others: at the top dose activity change, negative = inhibition, usual class: inhibitors;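 also: potency is read from the fitted curve at half-maximal effect; plate controls were vehicle for no effect and positive control for full effect; nearly all actives have a fitted effect of over 50% in size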
WRN inhibitor = inhibitors of human WRN helicase | Q14191 | WRN helicase unwinding, fluorescent forked duplex, kinetic | Potency, µM (doses to about 114 µM), for the others: top-dose activity change, negative = inhibition, hits mostly inhibitors | actives 0.46% (n = 360,000) | AID 651768; also: potency is read from the fitted curve at half-maximal effect; % is scaled to controls: 0 for no effect and ±100 for the full control effect; nearly all actives have a fitted effect of over 55% in size
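Screening of the MLSMR collection measured strand separation of a quenched forked DNA duplex (100 nM) by 20 nM WRN with 2 mM ATP, all final. Compounds were preincubated with enzyme 15 min at room temperature.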
IL-2 act = activators of IL-2; IL-2 activation reporter assay, cell-based qHTS; stimulated with anti-CD3/CD4/CD28 beads; in transgenic mouse T cells; activation, % (series mostly up to about 46 µM); actives 0.065% (n = 360,000); in the data active = activation above about 50%; inconclusive = mostly about 30% to 49%; also: 0% is about no effect
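Unstimulated transgenic mouse T cells preincubated 60 min with compound, then stimulated with anti-CD3/anti-CD4-coated beads plus anti-CD28 for 18 h at 37 degrees C. IL-2 response read as EGFP and DsRed fluorescence by plate cytometry.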
EPAC2 agonist = activates human EPAC2 exchange factor | actives 0.079% (n = 360,000) | EPAC2 activation, biochemical qHTS; response scale: 100% = 6.5 mM cAMP response | Potency, µM (series often up to 154 µM), for inactives: at the top dose activation, usual class: activators | AID 720711 | Q8WZA2; also: potency is read from the fitted curve at half-maximal effect; nearly all actives have a fitted effect of over 50% in size
Target sequence (Q8WZA2 whole entry, looked up): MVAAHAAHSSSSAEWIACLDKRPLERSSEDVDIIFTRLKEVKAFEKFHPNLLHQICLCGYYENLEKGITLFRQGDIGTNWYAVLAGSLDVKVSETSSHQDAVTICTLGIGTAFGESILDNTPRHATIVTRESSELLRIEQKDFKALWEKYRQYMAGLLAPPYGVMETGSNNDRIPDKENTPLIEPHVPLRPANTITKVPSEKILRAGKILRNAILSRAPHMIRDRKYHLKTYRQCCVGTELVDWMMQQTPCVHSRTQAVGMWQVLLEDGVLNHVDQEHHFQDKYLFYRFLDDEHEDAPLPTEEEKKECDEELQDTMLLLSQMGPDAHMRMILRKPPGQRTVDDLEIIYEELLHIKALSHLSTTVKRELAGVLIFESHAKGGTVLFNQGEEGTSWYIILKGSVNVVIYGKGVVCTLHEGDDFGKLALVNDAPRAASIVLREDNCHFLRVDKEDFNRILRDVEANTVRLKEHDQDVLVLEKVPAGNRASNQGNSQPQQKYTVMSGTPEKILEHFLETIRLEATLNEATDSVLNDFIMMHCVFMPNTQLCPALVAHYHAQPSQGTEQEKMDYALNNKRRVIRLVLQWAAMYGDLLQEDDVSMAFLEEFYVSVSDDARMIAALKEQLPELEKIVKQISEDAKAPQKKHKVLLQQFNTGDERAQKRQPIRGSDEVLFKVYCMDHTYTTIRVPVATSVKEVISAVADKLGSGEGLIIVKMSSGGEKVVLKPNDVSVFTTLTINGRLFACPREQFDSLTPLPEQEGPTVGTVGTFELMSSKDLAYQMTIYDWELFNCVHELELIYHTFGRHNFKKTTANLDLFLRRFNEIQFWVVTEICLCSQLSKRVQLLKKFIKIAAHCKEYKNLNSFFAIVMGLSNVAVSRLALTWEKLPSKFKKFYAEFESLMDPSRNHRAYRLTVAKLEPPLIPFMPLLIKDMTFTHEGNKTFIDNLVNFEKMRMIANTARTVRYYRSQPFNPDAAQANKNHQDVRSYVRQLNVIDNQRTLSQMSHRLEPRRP
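Readout is BODIPY fluorescence (480 nm excitation, 540 nm emission), which falls as labeled GDP is exchanged off Rap1B. EPAC2 at 100 nM acted on 250 nM RAP1B-BODIPY-GDP with 50 uM GDP present.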
PLK1 PBD block = blocks phosphopeptide binding to human PLK1 polo-box domain; P53350; Plk1 PBD binding of FITC phosphopeptide, fluorescence polarization; Potency, µM, for the others: max response, negative = inhibition, actives largely listed as inhibitors; actives 2.8% (n = 360,000); also: potency is read from the fitted curve at half-maximal effect; series mostly up to about 57 µM; % is scaled to controls: 0 for no effect and ±100 for the full control effect; nearly all actives have a fitted effect of over 65% in size
EPAC1 agonist = EPAC1 (human) agonism; actives 0.073% (n = 360,000); EPAC1 agonist qHTS, biochemical assay; response scale: 100% = response to 6.5 mM cAMP; O95398; Potency, µM (series often up to 154 µM), for the others: at the highest dose activation, actives largely listed as activators; AID 720707; also: potency is read from the fitted curve at half-maximal effect; nearly all actives have a fitted effect of over 60% in size
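Read-out is the fluorescence drop as BODIPY-GDP leaves Rap1B (480 nm excitation, 540 nm emission), recorded every 5 minutes over 30 minutes. Reactions held 100 nM EPAC1, 250 nM Rap1B–BODIPY-GDP and 50 uM GDP, with 6.5 mM cAMP setting full activation.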
Active calls of the source: *; ? = inconclusive; / = no result given; [ ] = remark or other dose. Unless noted, calls follow the shape of the dose curve; as a rule, active = well fitted curve in the direction sought with a large enough effect; inconclusive = small, poorly fitted or top-dose-only effect, or another doubt; inactive = no such curve, though single readings can be large; an effect the other way counts as inactive or inconclusive. Not all compounds are listed; the hit share may differ from the screen's.

smiles,IL-2 act,PLK1 PBD block,WRN inhibitor,CCT chaperon mod,EPAC1 agonist,EPAC2 agonist,PI5P4Ka inh,EPAC1 antag
COc1ccc(CCN2CNc3c(c(=O)n(C)c(=O)n3C)C2)cc1,-0.7,-3.2%,-9.5%,1.2,-3.2%,5.3%,-5.0,-1.5%
CN(CCc1ccccn1)C(=O)CN(C)S(=O)(=O)c1ccc2c(c1)c(=O)n(C)c(=O)n2C,0.3,-2.8%,0.1%,-2.4,7.7%,20.4%,/,-4.7%
Nc1cc(Cl)ccc1N1CCOCC1,-1.5,-9.4%,-7.1%,0.4,5.3%,5.6%,0.4,6.8%
CC(C)C(=O)Nc1nnc(SCC(=O)NCc2ccc3c(c2)OCO3)s1,2.8,-6.1%,-3.4%,-1.0,-3.1%,-5.0%,2.5,-4.8%
CC(C)(C)NS(=O)(=O)c1ccc(NS(=O)(=O)Cc2ccccc2)cc1,-3.0,-16.1%,0.6%,-0.1,1.0%,2.7%,/,13.0%
O=C(CC1CCCC1)Nc1cc(S(=O)(=O)N2CCOCC2)ccc1O,-0.2,5.97µM*,0.5%,-0.8,4.5%,3.7%,?,0.3%
Cc1ccc2c(c1)C1CN(C)CCC1N2C(=O)c1cccc(S(=O)(=O)N(C)C)c1 (stereo not given),0.1,-9.3%,-3.0%,0.9,-3.2%,-10.2%,0.4,-23.9%
Nc1cc([N+](=O)[O-])cc2oc(-c3ccccc3)cc12,7.2,-25.0%,-8.0%,0.9,1.7%,1.8%,24.0,0.5%
CN1C(=O)Cc2cc(S(=O)(=O)N3CCOCC3)ccc21,0.3,-26.6%,8.1%,-1.5,-3.3%,7.2%,-4.9,15.0%
C=CCn1c(-c2cccc(OCC)c2)n[nH]c1=S,-0.2,-14.4%,-8.3%,2.1,4.1%,3.4%,6.5,-4.4%
CN(C)c1cccc(C(=O)NCc2ccccc2)c1,0.0,-10.5%,7.4%,1.9,6.3%,12.6%,-6.3,-15.1%
CC(=O)c1ccc(NC(=O)Nc2ccc(Cl)cc2)cc1,2.6,2.5%,-12.0%,1.0,5.5%,0.0%,/,-4.6%
CCN1C(=O)/C(=C/N2CCc3ccccc32)SC1=S,1.3,0.9%,0.6%,-0.3,-6.0%,?,-1.7,-18.2%
C=CCn1c(SCC(=O)Nc2ccccc2OC)nc2c([nH]c3ccccc32)c1=O,-2.7,-0.7%,6.6%,0.6,-2.3%,-1.0%,1.0,8.2%
CCOC(=O)c1nnn(-c2nonc2N)c1-c1ccc(C)cc1,1.0,-2.5%,-0.2%,-5.9,13.4%,4.0%,2.1,0.0%
Cc1onc(C(=O)NCc2cccs2)c1[N+](=O)[O-],1.6,1.7%,-6.6%,0.6,12.8%,5.3%,8.5,-2.1%
CC(C)(C)c1ccc(/C=C2\SC(=O)N(CCNC(=O)c3cccc(S(=O)(=O)N4CCOCC4)c3)C2=O)cc1,-0.9,2.0%,-24.0%[57.1 µM],0.0,-8.7%,-9.6%,11.2,-9.3%
CCOCCCn1c(SCC(=O)Nc2ccccc2OC)nc2ccccc2c1=O,-0.7,-21.3%,5.2%,-0.8,13.6%,21.9%,0.3,-26.2%
Cc1ccc(S(=O)(=O)CC(=O)Nc2c(C)n(C)n(-c3ccccc3)c2=O)cc1,-0.3,-12.1%,3.6%,2.3,9.0%,3.5%,0.7,-20.6%
CC(=O)N1c2ccc(S(=O)(=O)N3CCCC3C(=O)NCc3ccc(Cl)cc3)cc2CC1C (stereo not given),-1.1,-2.6%,5.3%,1.5,-4.1%,8.1%,-7.2,-16.0%

Next part
smiles,IL-2 act,PLK1 PBD block,WRN inhibitor,CCT chaperon mod,EPAC1 agonist,EPAC2 agonist,PI5P4Ka inh,EPAC1 antag
CN(CCO)CCOCCOc1cccc2ccccc12,0.6,-11.7%,-1.4%,-2.4,-0.3%,8.6%,1.7,1.7%
CN1CCN(C(=O)c2cc(COc3c(F)cccc3F)on2)CC1c1ccccc1 (stereo not given),-0.2,-17.0%,-13.7%,-1.3,11.4%,15.7%,5.3,13.4%
O=C(OCc1cn([C@H]2C[C@H](c3ccc(Cl)cc3)N(Cc3cccs3)C[C@@H]2O)nn1)c1ccccc1,-3.6,3.0%,-7.6%,-0.5,3.4%,6.5%,5.7,8.4%
COc1ccc(CCNC(=O)/C=C/c2ccco2)cc1OC,0.0,-24.2%,-7.2%,-0.3,7.6%,-3.1%,10.8,-17.4%
CN(CCN1CCOCC1)C(=O)c1cc(COc2ccc(F)c(F)c2)on1,-1.1,-9.5%,-10.8%,-1.3,-20.1%,-8.1%,-6.2,-18.6%
O=C(Nc1ccc(N2CCN(C(=O)c3ccccc3)CC2)cc1)c1ccc2c(c1)OCCO2,-4.6,3.7%,-15.6%,-1.4,-0.8%,5.9%,-7.2,-4.2%
CC1CCCN(C(=O)CCNS(=O)(=O)c2ccc(Br)cc2)C1 (stereo not given),-4.3,-6.9%,2.2%,0.2,1.4%,-3.1%,5.3,-0.2%
N#Cc1nc(COc2ccc(Cl)cc2)oc1N1CCCCCC1,-3.6,-2.8%,8.8%,-1.0,-2.5%,6.7%,-9.1,-3.4%
COc1cccc(NC(=O)CNC(C)CCC(C)C)c1 (stereo not given),0.2,-10.8%,-7.8%,1.1,-2.7%,11.5%,11.6,-15.2%
O=C(O)c1cn(-c2ccccc2)nc1-c1ccncc1,1.2,-9.4%,1.8%,-0.2,11.8%,-2.3%,1.0,-6.8%
CCOc1ccc(C(=O)N2CCc3ccccc32)cc1OCC,-0.8,-10.6%,-35.4%,-3.0,3.9%,4.1%,1.2,-10.8%
CCC(C(=O)NC(C)(C)C)n1c(C(c2ccccc2)c2ccccc2)nc2ccccc21 (stereo not given),1.0,-5.0%,4.6%,/,-0.2%,5.1%,-8.3,-6.3%
O=C(Nc1ccc(Cl)cc1)C1C2C=CC3(O2)C1C(=O)N(CCCN1CCCCC1)C3C(=O)NC1CCCCC1 (stereo not given),0.6,-1.6%,-3.7%,-0.8,1.8%,5.1%,0.5,1.7%
Cc1ccc(C(=O)C[n+]2cccc(C(N)=O)c2)cc1,-3.2,-16.5%,0.2%,-0.9,9.5%,3.4%,-5.1,6.3%
CCC(Sc1nc2cc(OC)c(OC)cc2c(=O)n1Cc1ccc(OC)cc1)C(=O)NCCOC (stereo not given),1.2,6.2%,8.5%[57.1 µM],-3.1,3.3%,-7.6%,-7.2,-3.0%
CSc1ccc(CN2CCCC(CO)(Cc3ccccc3)C2)cc1 (stereo not given),0.8,1.7%,-4.0%,2.1,16.9%,7.5%,6.0,-13.1%
Cc1cccc(C)c1NC(=O)COC(=O)[C@@H]1CCCN1C(=O)c1cccs1,-0.2,-10.6%,5.6%,0.5,4.4%,3.9%,0.3,-16.2%
O=C(/C=C/[C@H]1O[C@@H](n2ccc(=O)[nH]c2=O)[C@H](O)[C@@H]1O)NCCN1CCOCC1,0.0,-10.4%,-3.0%,0.4,7.2%,-0.8%,-3.8,-6.7%
c1ccc(-c2noc(CC3CCCCC3)n2)nc1,-1.8,-3.0%,5.0%,-0.3,-17.3%,-0.1%,-2.3,-6.9%
CCCN(C(=O)CSc1ncccn1)C1CCS(=O)(=O)C1 (stereo not given),0.1,-8.9%,5.2%,-0.6,-14.8%,6.9%,0.1,-2.7%

(next part)
smiles,IL-2 act,PLK1 PBD block,WRN inhibitor,CCT chaperon mod,EPAC1 agonist,EPAC2 agonist,PI5P4Ka inh,EPAC1 antag
CN1CCN(C(=O)/C(C#N)=C/c2ccc(OC(F)F)cc2)CC1,2.0,0.2%,-2.9%,0.6,-0.2%,2.9%,-6.3,-7.0%
O=C(NC1CC(=O)N(c2ccccc2)C1)N1CCN(C(=O)c2ccco2)CC1 (stereo not given),-0.2,-5.4%,-11.3%,5.7,-46.2%[inhibitor],-2.6%,-4.3,-5.9%
O=C(COC(=O)Cc1cccc2ccccc12)Nc1ccccc1-c1ccccc1,-1.1,-9.6%,-7.7%,-1.5,2.6%,16.0%,-5.0,-11.8%
COc1cc(NC(=O)C2C3CCC(O3)C2C(=O)O)cc(OC)c1 (stereo not given),-1.7,-1.2%,3.4%,0.3,-15.6%,3.8%,-0.3,7.5%
Cc1noc2ncnc(Oc3cc(Cl)ccc3Cl)c12,-0.4,-7.5%,5.3%,-1.2,2.1%,3.2%,-3.5,?
CC1(C)CC(=O)C(C=NCCCO)=C(O)C1,-2.1,-19.9%,-17.4%,0.0,2.2%,2.6%,/,-6.1%
O=C(c1cc(Br)ccc1Cl)N1CCN(c2ncccn2)CC1,0.8,29.9µM*,7.7%,-0.3,14.0%,-1.1%,-3.5,-13.0%
C=CCNS(=O)(=O)c1cccc2cc(C(=O)O)c(O)cc12,-3.6,-8.3%,-14.6%,3.5,-4.9%,-7.0%,-57.0*,9.4%
C[C@]12CC[C@@H]3c4ccc(O[C@@H]5O[C@H](C(=O)O)[C@@H](O)[C@H](O)[C@H]5O)cc4CC[C@H]3[C@@H]1C[C@@H](O)[C@@H]2O,1.1,-11.0%,4.9%,-1.3,3.7%,7.4%,0.3,-9.2%
O=C(NC(=S)Nc1ccc(NC(=O)c2cccs2)cc1)c1cc2ccccc2o1,-1.9,-11.7%,-23.2%,1.3,3.2%,-6.6%,1.7,-9.6%
CC1(C)CC2CC(C)(CN2S(=O)(=O)c2cccc(C(=O)OCC(N)=O)c2)C1 (stereo not given),0.9,-7.5%,-2.7%,-1.3,-9.3%,-10.5%,3.6,4.6%
COc1ccccc1NC(=O)C(C/C=C(/C)Cl)C(C)=O (stereo not given),-0.3,29.9µM*,12.6%,1.0,-5.8%,2.3%,-8.2,3.7%
COCCC(=O)NC12CC3CC(CC(C3)C1)C2,-0.9,-6.0%,3.8%,-1.4,13.5%,8.3%,/,8.0%

Random excerpt: three entries already listed.
smiles,IL-2 act,PLK1 PBD block,WRN inhibitor,CCT chaperon mod,EPAC1 agonist,EPAC2 agonist,PI5P4Ka inh,EPAC1 antag
CC1(C)CC2CC(C)(CN2S(=O)(=O)c2cccc(C(=O)OCC(N)=O)c2)C1 (stereo not given),0.9,-7.5%,-2.7%,-1.3,-9.3%,-10.5%,3.6,4.6%
Cc1noc2ncnc(Oc3cc(Cl)ccc3Cl)c12,-0.4,-7.5%,5.3%,-1.2,2.1%,3.2%,-3.5,?
C[C@]12CC[C@@H]3c4ccc(O[C@@H]5O[C@H](C(=O)O)[C@@H](O)[C@H](O)[C@H]5O)cc4CC[C@H]3[C@@H]1C[C@@H](O)[C@@H]2O,1.1,-11.0%,4.9%,-1.3,3.7%,7.4%,0.3,-9.2%

Compound activity: PubChem BioAssay, National Center for Advancing Translational Sciences (NCATS)
